Source: PubChem
CASP6 VEID inh – blocks human caspase-6 cleavage activity; inhibition, % at 12.5 µM; 350,000 compounds, 0.53% hits; purified caspase-6, Z-VEID-R110 cleavage fluorescence; P55212;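 active = mean inhibition across replicates at least about 35%, with every replicate also reaching that limit, limit read from the data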;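 also: 0% = median of neutral control wells and 100% = no fluorescence left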
Target sequence (P55212 24-179 limits assumed): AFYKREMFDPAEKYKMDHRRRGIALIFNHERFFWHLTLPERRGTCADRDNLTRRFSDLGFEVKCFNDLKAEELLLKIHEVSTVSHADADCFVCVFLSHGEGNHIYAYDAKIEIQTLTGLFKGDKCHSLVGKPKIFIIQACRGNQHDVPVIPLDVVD
Target sequence (P55212 194-293 limits assumed): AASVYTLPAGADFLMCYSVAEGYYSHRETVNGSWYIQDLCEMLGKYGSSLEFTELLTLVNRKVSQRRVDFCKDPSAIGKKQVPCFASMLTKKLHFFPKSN
FN deposit inh – fibronectin deposition inhibition | inhibition, % at 12.6 µM | 350,000 compounds, 0.086% hits | AID 743247 | AH1F fibroblasts, Alexa488-fibronectin deposition fluorescence, overnight;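 active = mean inhibition across replicates of 30% or more, regardless of how many single replicates reach that level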;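 also: positive control wells lacked labelled fibronectin entirely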
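Assay system: AH1F fibroblasts assembling fluorescent fibronectin matrix; Amount: 10000 AH1F cells per well; Buffer or medium: DMEM, 2% serum; Probe or stimulus: Alexa488-fibronectin, 24 nM final in well; Doses: single compound dose, delivered by pin transfer; Incubation: 1 h adhesion, overnight exposure; Measured by: fluorescence 485/525 nm; Read-out: fibronectin deposition inhibition.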
Cneo AK release – causes C. neoformans cell lysis; adenylate kinase release luminescence, 4 h; normalised: neutral wells 0, clomiphene wells 100; lysis activity, % at 15 µM; 360,000 compounds, 0.2% hits; AID 651654;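 active = mean lysis activity across replicates of at least 80%, whatever share of replicates individually reach that level; inactive = mean lysis activity below 80%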
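Assay system: Cryptococcus neoformans yeast cells / Dosing: single-point compound dose / Timing: 4 h at 37 °C static, read 1 h later / Measured by: luminescence of released adenylate kinase using an AK detection reagent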
miR122 inh – miR-122 inhibition in Huh7 cells; Huh7 miR-122 Renilla luciferase sensor, 48 h; neutral wells = 0, positive control = 100; activation (reporter increase), % at 12.5 µM; 340,000 compounds, 0.3% hits;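 active = mean replicate activation score at least 90 and every replicate individually at or above 90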;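 also: higher luciferase means less miR-122 activity so hits act as miR-122 inhibitors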
PGC1a acetyl inh – lowers PGC1a acetylation signal in U2OS cells; inhibition, % at 15.6 µM; AID 651687; 350,000 compounds, 0.17% hits; AlphaScreen anti-acetyl-lysine; with virally co-expressed GCN5 acetyltransferase;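 active = every replicate shows inhibition of at least 40%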;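 also: 0% = neutral control wells and 100% = positive control wells; some results beyond the cut were filed as inactive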
EWS-Fli inh – inhibitors of EWS/Fli oncoprotein transcriptional activity; A673 NR0B1-luciferase reporter, viability-normalised; inhibition, % at 12.6 µM; 350,000 compounds, 0.67% hits; AID 651661;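 active = mean inhibition of at least 50% after viability correction, with every replicate also passing that limit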;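 also: firefly luciferase signal divided by Alamar Blue viability fluorescence both relative to DMSO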
LGR2 inh – Drosophila LGR2 receptor signaling inhibition. AID 720647. 380,000 compounds, 0.35% hits. HEK293 LGR2, CRE-luciferase, bursicon-stimulated, 4 h. inhibition, % at 9.99 µM;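 active = drop in luminescence signal, shown as inhibition above about 50% in the replicate tests, limit read from the data, passing the limit was not always enough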;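 also: agonist challenge used bursicon conditioned medium at about half maximal strength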
PAX8 reporter – PAX8 transcriptional activity inhibition. 360,000 compounds, 1.2% hits. inhibition, % at 12.6 µM. RMG-I TPO-luciferase reporter, SteadyGlo, 24 h;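 active = mean replicate inhibition at least 60% with every replicate also reaching 60%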;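 also: luciferase light reporting Pax8 driven TPO promoter activity; plate controls were median of neutral control wells for no effect and mitoxantrone controls for full effect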
Numbers without * were called inactive; / = no result given; & = joins results of further samples; [ ] = dose if it differs, or a comment. Outcome played no part in choosing rows; 2.5% or so of the library scored in one or more.

nr	SMILES	CASP6 VEID inh	FN deposit inh	Cneo AK release	miR122 inh	PGC1a acetyl inh	EWS-Fli inh	LGR2 inh	PAX8 reporter
1	COc1cc(C(=O)NC2CC(C)CC(C)(C)C2)cc(OC)c1OC (configuration not stated)	0	/	-3	1	2	-1	13	-11
2	C/C=C/c1ccc2c(c1)O[C@H](CN(C)S(=O)(=O)c1ccccc1OC)[C@H](C)CN([C@@H](C)CO)S2(=O)=O	-4	/	0	14[16.7 µM]	-6	4	4	-13
3	C/C=C/c1ccc2c(c1)O[C@H](CN(C)Cc1ccncc1)[C@H](C)CN([C@@H](C)CO)S2(=O)=O	5	-9	4	-1[16.7 µM]	6	1	6	/
4	COc1ccc(S(=O)(=O)Nc2nc3ccccc3nc2NCc2ccc3c(c2)OCO3)cc1	/	-1	/	-1	-10	/	8	-12
5	O=C(Nc1ccc(F)cc1F)c1cc2ccccc2oc1=O	-1	11	2	-2	3	-117	12	-28
6	COC(=O)c1ccc2nc(NC(=O)CCS(=O)(=O)c3ccccc3)sc2c1	2	/	0	-10	/	-40	-5	58
7	COc1ccc(C(=O)Nc2ccc3nc(C)sc3c2)cc1OC	1	/	/	/	4	-73	-32	-48
8	Cc1cccc(OCC(=O)Nc2ccc3c(c2)nc(CCN2CCCCC2)n3C)c1	-41	4	2	/	/	4	2	28
9	COc1cccc(Cn2cc(-c3cccc(C(F)(F)F)c3)nn2)c1	0	-14	-3	/	/	-13	7	-10
10	Cn1c(COc2ccccc2)nnc1SCC(=O)Nc1ccc(N2CCOCC2)cc1	-4	-6	-1	3	-1	-10	3	10
11	CCOc1ccc2nc(C(C)O)[nH]c2c1 (configuration not stated)	/	/	0	0	-5	/	-14	/
12	Cc1ccc(NCc2nnc(SCC(=O)O)n2Cc2ccccc2)cc1Cl	4	-13	-8	0	11	10	4	4
13	COC(=O)[C@]12CCCCC=C1N(CCC1=CCCCC1)C(=O)[C@H](CC(=O)NCc1ccc(OC)c(OC)c1)C2	-2	6	/	/	/	-1	17	10
14	COc1ccccc1-c1ccc2c(c1)[C@H]1[C@H](CCN1C(=O)CN1CCOCC1)[C@H](CO)N2C	4	-16	-11	-1[16.7 µM]	-3	-54	-8	-69
15	COc1ccc(C2C(C(=O)N3CCOCC3)CCC(=O)N2c2cc(OC)c(OC)c(OC)c2)cc1 (configuration not stated)	/	-5	2	-5	-6	/	/	4

Arranged by molecular weight (low to high): some entries from above.
nr	SMILES	CASP6 VEID inh	FN deposit inh	Cneo AK release	miR122 inh	PGC1a acetyl inh	EWS-Fli inh	LGR2 inh	PAX8 reporter
11	CCOc1ccc2nc(C(C)O)[nH]c2c1 (configuration not stated)	/	/	0	0	-5	/	-14	/
4	COc1ccc(S(=O)(=O)Nc2nc3ccccc3nc2NCc2ccc3c(c2)OCO3)cc1	/	-1	/	-1	-10	/	8	-12
13	COC(=O)[C@]12CCCCC=C1N(CCC1=CCCCC1)C(=O)[C@H](CC(=O)NCc1ccc(OC)c(OC)c1)C2	-2	6	/	/	/	-1	17	10

Arranged by the number under miR122 inh (high to low): 6 of the compounds above.
No.	mol	CASP6 VEID inh	miR122 inh	PGC1a acetyl inh	LGR2 inh
10	Cn1c(COc2ccccc2)nnc1SCC(=O)Nc1ccc(N2CCOCC2)cc1	-4	3	-1	3
1	COc1cc(C(=O)NC2CC(C)CC(C)(C)C2)cc(OC)c1OC (configuration not stated)	0	1	2	13
12	Cc1ccc(NCc2nnc(SCC(=O)O)n2Cc2ccccc2)cc1Cl	4	0	11	4
4	COc1ccc(S(=O)(=O)Nc2nc3ccccc3nc2NCc2ccc3c(c2)OCO3)cc1	/	-1	-10	8
15	COc1ccc(C2C(C(=O)N3CCOCC3)CCC(=O)N2c2cc(OC)c(OC)c(OC)c2)cc1 (configuration not stated)	/	-5	-6	/
6	COC(=O)c1ccc2nc(NC(=O)CCS(=O)(=O)c3ccccc3)sc2c1	2	-10	/	-5

More compounds follow:
nr	SMILES	CASP6 VEID inh	FN deposit inh	Cneo AK release	miR122 inh	PGC1a acetyl inh	EWS-Fli inh	LGR2 inh	PAX8 reporter
16	CCOc1ccc(C2NC(=O)CCC2[N+](=O)[O-])cc1 (configuration not stated)	1	3	-1	3	5	6	1	8
17	O=C(N[C@H]1CC[C@@H](CCNS(=O)(=O)c2ccc(F)cc2)O[C@@H]1CO)c1ccccn1	-1	/	-3	/	-2	-3	11	6
18	COc1ccc(CNC(=O)c2ccc(N3CCC4(CC3)CC(c3ccc(Cl)cc3)=NO4)c([N+](=O)[O-])c2)cc1	-2	-21	0	-2	14	15	20	3
19	COc1cc(NC(=O)c2cc(C)nc3ccccc23)cc(OC)c1OC	2	-3	/	/	2	9	10	12
20	NS(=O)(=O)c1ccc(CCNC(=O)CN2CCN(Cc3cccc4ccccc34)CC2)cc1	-1	0	8	-5	/	9	-8	9
21	O=C(C[C@H]1C[C@H]2c3cc(NC(=O)C4CCC4)ccc3O[C@H]2[C@@H](CO)O1)NCc1cccc(F)c1	-4	/	94*	5[16.7 µM]	3	-5	0	-8
22	Cc1occc1C(=O)NNC(=S)Nc1ccccc1	-5	/	-3	1	-1	-82	-42	/
23	CCOc1c2ccc(C(=O)NCc3ccc(OC)cc3)cc2nn1CCOC	3	-2	0	-1	-2	-1	10	-20
24	COc1ccc(C2C3=C(CC(C)(C)CC3=O)Nc3c2c(=O)[nH]c2nc(C)nn32)cc1 (configuration not stated)	/	-3	3	1	/	/	/	0
25	COc1ccccc1OCc1nn[nH]n1	-2	8	-3	-2	1	1	-2	10
26	O=c1c(O)c(-c2ccc(O)cc2)oc2cc(O)cc(O)c12	6	/	2	4	18	22	-52	/
27	CC(=O)c1cccc(NC(=O)c2cccc(N3C(=O)c4ccccc4C3=O)c2)c1	0	-2	8	/	/	/	3	-5
28	CCN1CCCC1CNC(=O)c1cc2c(OC)cccc2[nH]1 (configuration not stated)	-25	1	-2	-12	3	1	12	15
29	O=C(c1ccc2c(c1)OCO2)N1CC(=O)N2[C@H](CO)[C@H](c3ccc(C#Cc4ccccc4)cc3)[C@@H]2C1	3	/	/	/	3	0	0	/
30	CCOC(=O)CCC(NC(=O)CCCCC(=O)NC(CCC(=O)OCC)C(=O)OCC)C(=O)OCC (configuration not stated)	6	-7	/	/	/	11	/	8

Given with two lines to a compound: entries from further up.
Every second line gives: CASP6 VEID inh, FN deposit inh, Cneo AK release, miR122 inh, PGC1a acetyl inh, EWS-Fli inh, LGR2 inh, PAX8 reporter
#30 CCOC(=O)CCC(NC(=O)CCCCC(=O)NC(CCC(=O)OCC)C(=O)OCC)C(=O)OCC (configuration not stated)
  6, -7, /, /, /, 11, /, 8
#21 O=C(C[C@H]1C[C@H]2c3cc(NC(=O)C4CCC4)ccc3O[C@H]2[C@@H](CO)O1)NCc1cccc(F)c1
  -4, /, 94*, 5[16.7 µM], 3, -5, 0, -8

Additional structures follow.
nr	SMILES	CASP6 VEID inh	FN deposit inh	Cneo AK release	miR122 inh	PGC1a acetyl inh	EWS-Fli inh	LGR2 inh	PAX8 reporter
31	O=C(C[C@@H]1CC[C@H]2[C@@H](COC[C@H](O)CN2Cc2cc(F)cc(F)c2)O1)NC1CCC1	3	6	-4	-1[16.7 µM]	6	-8	-9	-6
32	COc1ccc(C(=O)N2CCN=C2SCc2cccnc2)cc1OC	-7	0	-3	-1	8	-11	4	4
33	Cc1ccc2nc(-c3ccc(NC(=S)NC4CC(C)(C)NC(C)(C)C4)cc3)sc2c1	30	-10	-11	1	-5	15	62*	91*
34	COc1ccccc1CCNC(=O)c1cc(-c2ccccn2)nc2ccccc12	-1	-5	0	13	-1	5	-2	16
35	O=Cc1c(N2CCN(c3ccccc3)CC2)nc2ccccn2c1=O	3	-3	/	/	/	-9	-25	-24
36	C[C@H]1CN([C@@H](C)CO)C(=O)c2cccc(NC(=O)c3ccc(-c4nccs4)cc3)c2O[C@H]1CN(C)C(=O)Nc1ccc(C(F)(F)F)cc1	-2	4	1	20[16.7 µM]	3	14	-4	/
37	CN(CC(O)COCc1ccccc1F)C1CCCCC1 (configuration not stated)	-1	-18	10	-2	12	-3	-4	-7
38	CCN(CC(=O)Nc1ccc(OC)cc1)C(=O)COc1cccc2c1OC(C)(C)C2	-6	6	7	-2	2	-3	-22	0
39	NS(=O)(=O)c1ccc(CNC(=O)/C=C/c2cccc([N+](=O)[O-])c2)cc1	0	0	0	-7	16	3	1	18
40	COc1cccc(-c2ccc3c(c2)O[C@@H](CN(C)C(=O)c2ccccc2F)[C@H](C)CN([C@H](C)CO)S3(=O)=O)c1	/	/	-6	10[16.7 µM]	-29	12	2	29
41	Cc1noc(C)c1NC(=O)Nc1cccc2c1O[C@@H](CN(C)Cc1ccc3c(c1)OCO3)[C@H](C)CN([C@H](C)CO)C2=O	2	/	-1	1[16.7 µM]	-15	-2	1	-15
42	COc1cc(OC)cc(C(=O)Nc2ccc(Cn3ccnc3)cc2)c1	0	-5	0	9	/	8	-35	-23
43	Cc1noc(C)c1NC(=O)Nc1ccc2c(c1)C(=O)N(C)[C@@H]1CC[C@@H](CC(=O)N[C@@H]3CCN(Cc4ccccc4)C3)O[C@H]1CO2	-2	0	5	-18[16.7 µM]	0	-4	0	-19
44	CCCc1cn(CC[C@H]2CC[C@@H](NC(=O)Nc3ccc4c(c3)OCO4)[C@H](CO)O2)nn1	0	/	3	/	-9	-2	-17	-6
45	COc1cccc(NC(=O)N2C[C@@H](O)COC[C@@H]3O[C@H](CC(=O)NCCCN4CCOCC4)CC[C@H]32)c1	2	-6	3	-3[16.7 µM]	13	/	8	/
46	Cc1ccc(N(C(=O)CNC(=O)c2ccco2)C(C(=O)NC2CCCCC2)c2ccncc2)c(C)c1 (configuration not stated)	3	3	2	0	-4	0	0	17
47	CC(C)(C)OC(=O)C[C@H]1C/C=C\C[C@H](CC(=O)N(CCO)Cc2ccccc2)C(=O)N[C@@H](c2ccccc2)COC1=O	0	0	-25	-1	/	-10	-8	-2
48	CNS(=O)(=O)c1ccc(NS(=O)(=O)c2ccccc2F)cc1	5	-5	/	-7	/	7	10	13
49	CN1/C(=C\C(=O)c2cccnc2)C(C)(C)c2ccccc21	2	-14	/	/	/	-17	-13	-20
50	CCCCCC(=O)NNC(=S)NC(=O)c1ccccc1[N+](=O)[O-]	-1	/	/	/	/	15	9	7
51	CSc1nnc(CCNS(=O)(=O)c2ccccc2Br)n1C	0	-7	-1	/	/	2	17	-2
52	CC(C)NC(=O)N(C)C[C@@H]1Oc2ccc(NS(=O)(=O)c3ccc(Cl)cc3)cc2CC(=O)N([C@@H](C)CO)C[C@H]1C	-1	/	-5	0[16.7 µM]	3	3	-16	-17
53	Cc1cccn2c(=O)c(/C=N/O)c(Nc3ccccc3F)nc12	-2	-4	/	/	/	-5	5	2
54	O=C(Nc1c2c(nn1-c1ccc(F)cc1)CS(=O)(=O)C2)c1ccc(Br)o1	1	-2	0	5	-10	-3	6	-6
55	O=C(C1=C[C@H](C2CC2)C[C@H](OCc2ccc(CO)cc2)O1)N1CCN(Cc2ccc3c(c2)OCO3)CC1	-3&1	-1	1&-15	-3	6&3	18&7	8	9&1

Down the list, quoted from above:
PAX8 reporter, entries 46 to 54: 17, -2, 13, -20, 7, -2, -17, 2, -6
FN deposit inh, entries 46 to 54: 3, 0, -5, -14, /, -7, /, -4, -2
